HEK293 tox = qHTS of GLP-1 Receptor Inverse Agonists: Cytotox Screen. AID 624418, 2012. 0.13% of 410,000 active. HEK293 cAMP-luciferase reporter cells, luminescence, 24 h. Potency, µM (series often up to 38.3 µM), inactives show at the highest dose activity change, negative = inhibition, hits mostly inhibitors;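 also: loss of luciferase light is scored as toxicity; potency is read from the fitted curve at half-maximal effect; % is scaled to controls: 0 for no effect and ±100 for the full control effect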
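A 23 nL compound transfer followed 12 hours of cell culture at 37 deg C; exposure then lasted 24 hr. Luciferase assay detection reagent was dispensed and plates read for luminescence after a 12 min room-temperature wait.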
IL-2 act = qHTS of IL-2 Activators. IL-2 activation reporter assay, cell-based qHTS; stimulated with anti-CD3/CD4/CD28 beads; in transgenic mouse T cells. activation, % (series mostly up to about 46 µM). 0.065% of 360,000 active. AID 652025, 2013; in the data active = activation above about 50%; inconclusive = mostly about 30% to 49%; also: 0% is about no effect
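Unstimulated transgenic mouse T cells preincubated 60 min with compound, then stimulated with anti-CD3/anti-CD4-coated beads plus anti-CD28 for 18 h at 37 degrees C. IL-2 response read as EGFP and DsRed fluorescence by plate cytometry.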
PI5P4K alpha inh = qHTS for Inhibitors of phosphatidylinositol 5-phosphate 4-kinase (PI5P4K); Phosphatidylinositol 5-phosphate 4-kinase type-2 alpha (Homo sapiens), P48426; PI5P4Kalpha enzyme, ADP-Glo luminescence, 60 min; hits give low values; max response, %; 1.2% of 330,000 active; AID 652105, 2013; active = max response of -50% or lower; inconclusive = between -30% and -50%; inactive = -30% or higher; also: value at the top dose of about 77 µM; % is scaled to controls: 0 for no effect and ±100 for the full control effect
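Human PI5P4Kalpha with substrate in 0.038 M HEPES pH 7.4, 0.28 mM EGTA, 0.1% CHAPS, 5% DMSO; reaction started with 5 microM ATP (final), 60 min at room temperature. ADP formed read by ADP-Glo luminescence.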
PLK1 PBD inh = qHTS for Inhibitors of PLK1-PDB (polo-like kinase 1 - polo-box domain): Primary Screen | Serine/threonine-protein kinase PLK1 (Homo sapiens), P53350 | Plk1 PBD binding of FITC phosphopeptide, fluorescence polarization | Potency, µM, inactives show max response, negative = inhibition, most hits filed as inhibitors | 2.8% of 360,000 active; also: potency is read from the fitted curve at half-maximal effect; series mostly up to about 57 µM; % is scaled to controls: 0 for no effect and ±100 for the full control effect; nearly all actives have a fitted effect of over 65% in size
WRN inhibitor = qHTS for Inhibitors of WRN Helicase | 0.46% of 360,000 active | AID 651768, 2012 | WRN helicase unwinding, fluorescent forked duplex, kinetic | Potency, µM (series often up to 114 µM), for the others: at the highest dose activity change, negative = inhibition, most hits filed as inhibitors; also: potency is read from the fitted curve at half-maximal effect; % is scaled to controls: 0 for no effect and ±100 for the full control effect; nearly all actives have a fitted effect of over 55% in size
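Kinetic red-fluorescence monitoring (525/598 nm) tracks WRN helicase activity after 100 nM fluorophore-quencher forked duplex and 2 mM ATP are added to 20 nM enzyme pretreated 15 min at room temperature with compound.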
GLP1R ag = qHTS of GLP-1 Receptor Agonists; HEK293 GLP-1R CRE-luciferase, luminescence, 4-6 h; cells express a hypersensitive GLP-1R form; Potency, µM (titrated, usually from 45.6 µM), without a hit: at the highest dose activation, usual class: activators; 0.007% of 380,000 active; AID 624172, 2012; also: potency is read from the fitted curve at half-maximal effect; % of control where 0% means no effect
Target sequence (P43220 whole entry, looked up): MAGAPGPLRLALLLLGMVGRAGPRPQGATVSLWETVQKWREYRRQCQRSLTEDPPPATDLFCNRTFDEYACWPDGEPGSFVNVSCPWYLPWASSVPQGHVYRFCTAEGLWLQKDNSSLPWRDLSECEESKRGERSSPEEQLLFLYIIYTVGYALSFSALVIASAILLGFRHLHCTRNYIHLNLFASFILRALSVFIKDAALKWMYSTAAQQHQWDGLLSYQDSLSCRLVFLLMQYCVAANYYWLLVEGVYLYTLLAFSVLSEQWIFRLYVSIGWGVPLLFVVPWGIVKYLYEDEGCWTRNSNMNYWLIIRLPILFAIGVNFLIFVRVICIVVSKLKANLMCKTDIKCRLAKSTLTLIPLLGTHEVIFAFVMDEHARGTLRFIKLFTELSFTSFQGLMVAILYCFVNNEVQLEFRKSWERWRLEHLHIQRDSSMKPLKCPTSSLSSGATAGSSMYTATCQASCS
D3 antag = qHTS of D3 Dopamine Receptor Antagonist: qHTS. D(3) dopamine receptor (Homo sapiens), P35462. D3R cells, DiscoveRx beta-arrestin luminescence, antagonist mode; hits give low values. max response, negative = inhibition, %. 2.5% of 360,000 active; in the data active = max response below about -50%; inconclusive = no clear call, values can overlap the other calls; also: % is scaled to controls: 0 for no effect and ±100 for the full control effect; mostly tested at two doses, the higher about 12 µM
Target sequence (P35462 whole entry, looked up): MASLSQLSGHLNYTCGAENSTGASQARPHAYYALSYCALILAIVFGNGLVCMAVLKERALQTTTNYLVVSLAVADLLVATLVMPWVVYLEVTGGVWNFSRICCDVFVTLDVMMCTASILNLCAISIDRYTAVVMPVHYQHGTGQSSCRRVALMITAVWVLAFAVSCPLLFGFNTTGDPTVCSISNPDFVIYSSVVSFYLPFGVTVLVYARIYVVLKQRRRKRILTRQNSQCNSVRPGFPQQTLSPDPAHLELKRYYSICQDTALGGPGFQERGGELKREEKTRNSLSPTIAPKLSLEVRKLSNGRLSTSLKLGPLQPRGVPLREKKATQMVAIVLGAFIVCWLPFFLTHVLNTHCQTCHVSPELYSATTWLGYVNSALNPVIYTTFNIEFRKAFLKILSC
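Cells plated overnight at 1500 cells/well, then exposed to library compounds with dopamine controls for 90 minutes at 37 degrees C. DiscoveRx reagent added for 30–60 minutes at room temperature; luminescence read, quantitative HTS format.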
GLP-1R inv ag = qHTS of GLP-1 Receptor Inverse Agonists (Inhibition Mode); Glucagon-like peptide 1 receptor (Homo sapiens), P43220; HEK293 GLP-1R CRE-luciferase, luminescence, 24 h; GLP-1R form is constitutively active; Potency, µM (top dose mostly 38.3 µM), for the others: at the highest dose activity change, negative = inhibition, most hits filed as inhibitors; 1.6% of 410,000 active; AID 624417, 2012; also: potency is read from the fitted curve at half-maximal effect; % is scaled to controls: 0 for no effect and ±100 for the full control effect; nearly all actives have a fitted effect of over 55% in size
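HEK293 cells stably co-expressing constitutively active GLP-1R and a cAMP-responsive luciferase reporter were seeded in DMEM with 10% Nu serum, given compounds after 12 h, and incubated 24 h at 37 deg C. Luminescence was then read.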
D3 ag = qHTS of D3 Dopamine Receptor Agonist: qHTS. D3R DiscoveRx beta-arrestin cells, luminescence, 90 min. max activation, %. 0.58% of 410,000 active. AID 652048, 2013; in the data active = max activation above about 30%; also: 0% is about no effect; mostly tested at two doses, the higher about 12 µM
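Agonist-mode cell screen: cells plated at 1500/well and incubated overnight at 37 °C, then exposed to library compounds for 90 min at 37 °C. Detection reagent was added for 30–60 min at room temperature, and luminescence was read.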
Active calls of the source: *; ? = inconclusive; / = no result given; & = joins results of further samples; [ ] = dose if it differs, or a comment. Unless noted, calls follow the shape of the dose curve; as a rule, active = well fitted curve in the direction sought with a large enough effect; inconclusive = small, poorly fitted or top-dose-only effect, or another doubt; inactive = no such curve, though single readings can be large; an effect the other way counts as inactive or inconclusive.

Structure	HEK293 tox	IL-2 act	PI5P4K alpha inh	PLK1 PBD inh	WRN inhibitor	GLP1R ag	D3 antag	GLP-1R inv ag	D3 ag
CCC(=O)N(Cc1cc2cc(OC)ccc2[nH]c1=O)c1ccc(C)cc1	-4%	-0.2	4	-10%	2%	17%	6	?	0
CCC(=O)O/N=C(\N)c1ccc(Oc2cc(C)c(Cl)c(C)c2)c([N+](=O)[O-])c1	7%	0.4	15	-19%	-35%	0%	10	-4%	-12
CCN(CC)CCN1C(=O)C2C(C(=O)Nc3cccc(C)c3)C3C=CC2(O3)C1C(=O)NC1CCCC(C)C1C (stereo not given)	1%	0.7	5	-1%	8%	2%	3	?	4
CC1CCCCN1CCCNC(=O)c1ccc2c(c1)NC(=O)CN2C (stereo not given)	7%	3.2	-11	-21%	0%	9%	-19	14%	-4
CCn1cc(S(=O)(=O)Nc2cc(C)ccc2F)cn1	-3%	-2.8	1	3%	8%	1%	10	-3%	-6
COCCn1c(C)cc(C(=O)CSc2nc3ccccc3c(=O)[nH]2)c1C	-19%	24	-4	-8%	-18%	2%	21	0%	7
CCOC(=O)c1cc(C)sc1NC(=S)Nc1ccccc1	8%	-1.9	8	-6%	-3%	-2%	-24	-2%	-4
NNC(=S)NCCc1ccccc1	4%[0.307 µM]	1.1	5	-28%	-9%	3%	?	-11%[0.307 µM]	-6
COCCCNC(=S)N1CCC(NC(=O)Nc2ccc(C)cc2)CC1	-3%	1.1	-8	-4%	0%	-1%	-1	-2%	-1
CC(C)(Oc1ccc(Cl)cc1)C(=O)NCc1ccc(S(N)(=O)=O)cc1	-5%	0.0	-11	-5%	-4%	10%	11	14%	-8
CCc1ccc(NC(=O)COC(=O)Cn2cnc3ccccc32)cc1	-4%	2.5	-3	1%	-2%	-9%	13	-5%	15
CC1(C)C(Cl)C(=O)C(C(=O)c2ccccc2)C(=O)C1Cl (stereo not given)	-4%	2.6	0	-18%	11%	-4%	-5	1%	2
O=C1C=C(/C=C/C2C=CC=CC2)C[C@@H](c2ccc(Cl)cc2)C1 (stereo not given in full)	-2%	0.3	5	-9%	-2%	-1%	-14	?	-18
CC(C)NC(=O)CC(=O)N/N=C/c1ccc(Br)cc1	-4%	-1.9	/	-3%	-1%	1%	2	1%	11
O=C(O)c1cccc(OS(=O)(=O)c2cc(Br)ccc2Br)c1	-2%	-0.6	-25	-8%	0%	-5%	12	22%	0
c1ccc2c(c1)nc(N1CCOCC1)c1nnnn12	-14%	1.7	-9	-10%	3%	9%	12	26%	2
COc1ccc(C(=O)NCCCc2ccccc2)cc1	-17%	3.1	1	3%	1%	7%	2	-29%	9
CC(Sc1nc2c(cc1C#N)CCCCC2)C(=O)O (stereo not given)	15%	-2.0	-2	-13%	-12%	-4%	-14	14%	-18
CCc1nc2nc(C)c(NS(=O)(=O)c3cccs3)c(=O)n2[nH]1	-4%	-0.1	5	-11%	11%	0%	-27	-7%	-3
O=C(NCCc1ccc(O)cc1)c1[nH]c(C(F)(F)F)nc1-c1ccccc1	-6%	0.9	3	-3%	-2%	-1%	0	0%	7
CC(=O)c1ccc(N2CCN(C(=O)CCCn3c(=O)[nH]c4ccc(Br)cc4c3=O)CC2)cc1	-2%	0.5	1	2%	-2%	10%	60	25%	1
COc1ccc(NC(=O)CN(C)C(=O)CSCc2ccc(C)cc2)cc1	-4%	-1.0	2	-8%	-7%	2%	8	?	2
CCOc1ccccc1CN1C(=O)C2(OCCO2)c2ccccc21	-1%	0.7	4	9%	2%	-2%	12	?	9
CC1CN(c2nn3c(=O)c4ccccc4nc3c3ccccc23)CC(C)O1 (stereo not given)	4%	-0.4	-5	-8%	-7%	12%	-16	56%[activator]	-3
COc1ccc(N2CCN(C(=O)NC34CC5CC(CC(C5)C3)C4)CC2)cc1	-21%	-0.6	-8	0%	3%	-3%	1	7.9µM*	1
CSc1nc(-c2ccccc2)cc(C(F)(F)F)c1C#N	10%	-2.4	1	-2%	-4%	-1%	-14	0%	3
COc1ccc(C(=O)NC(=S)NNC(=O)c2ccc(C)cc2)cc1	-15%	5.1	?	-29%	-7%	0%	-3	?	5
O=C(O)CCC(=O)N1N=C(c2cccs2)CC1c1cccc([N+](=O)[O-])c1 (stereo not given)	4%	0.1	-10	-3%	-4%	-3%	19	12%	-1
O=C(OCC(=O)N1CCc2ccccc21)c1cccnc1Cl	5%	1.2	/	-6%	4%	2%	24	-3%	5
Cc1ccc2oc(-c3ccc(NC(=O)c4ccncc4)cc3O)nc2c1	-5%	0.7	-7	-8%	2%[57.1 µM]	8%	16	31%	2
CCOC(=O)C1(C)CCN1C(=O)c1csnn1 (stereo not given)	7%	-0.1	-5	-1%	3%	11%	1	23%	7
CC1C(=O)NN=C1C(=O)N/N=C\C(Br)=C\c1ccccc1 (stereo not given)	-14%	0.4	-14	-5%	-1%	6%	-2	52%[activator]	9
O=S(=O)(NCc1ccco1)N1CCCCCC1	-1%	0.5	2	0%	-6%	-7%	18	4%	1
COc1ccc(C(=O)N2CCc3cc(OC)c(OC)cc3C2c2ccc(OC)c(OC)c2)cc1 (stereo not given)	-12%	0.8	0	-2%	0%	?	0	91%[activator]	0
O=C1Cc2cc(S(=O)(=O)N3CCN(c4cccc(Cl)c4)CC3)ccc2N1	6%&-11%	-0.2	-27	-6%	-18%	-6%&-2%	14	11%&-1%	1&-2
Cc1ccc(S(=O)(=O)N2CCCC2)cc1C(=O)NC1CCCCC1	11%	-1.3	-3	-2%	-34%	-2%	12	12%	6
O=C(CCc1nnc(Cc2ccc(-c3ccccc3)cc2)o1)N1CCCC1	3%	-0.4	9	-4%	-9%	0%	35	-24%	-4
Cc1ccc(-n2nc3c([n+]2[O-])CCc2nonc2-3)cc1	-1%[7.66 µM]	0.9	4	-4%	0%	3%	-3	18%[7.66 µM]	3
O=C(NCC1CC1)c1ccc2sc([C@H]3C[C@H](O)[C@@H](CO)O3)nc2c1	5%	0.2	6	-2%	-5%	-1%	-3	-6%	-7
Cc1ccnc(NC(=O)c2ccc(Cl)s2)c1	2%	0.6	5	3%	-2%	-9%	19	-7%	4
COc1cc(C(=O)NCC(c2ccco2)N2CCc3ccccc3C2)cc(OC)c1OC (stereo not given)	-1%	-3.8	-1	-3%	9%	14%	-7	6%	-4
O=C(Cn1c(CCCO)nc2ccccc21)Nc1ccccc1-c1ccccc1	-1%	-0.4	-2	-4%	10%	15%	-18	-7%	5
O=C(NCc1cccnc1)c1cc(-c2cccs2)on1	-8%	-0.6	-3	-18%	0%	11%	-7	13%	-11
O=C(Nc1cccc([N+](=O)[O-])c1)Nc1ccc2c(c1)CCC2	-26%	-4.0	5	-4%	-4%	-5%	0	?	-6
Cc1cc(C(=O)CN2C(=O)CN(C)C2=O)c(C)n1-c1cccc(S(=O)(=O)N2CCOCC2)c1	0%	-0.9	2	-4%	-5%	8%	20	4%	-3
N=c1ccn(Cc2cccc(F)c2)cc1	0%	-1.0	8	-5%	-1%	-7%	14	-16%	7
CCCCCCCC(=O)Nc1ccc(S(=O)(=O)Nc2nccs2)cc1	-10%	-0.5	14	2%	-15%	12%	21	10%	-3
CCCN(CCC)CCCNC(=O)c1cc2cc3ccc(OC)cc3nc2o1	5%	-2.9	2	-3%	25%	1%	?	-58%	11
CC(=O)c1ccc(N=Nc2c(C)[nH][nH]c2=O)cc1	?	-1.2	-11	-2%	-18%	16%	-16	6%	-5
COc1ccc(C(=O)CC(=O)C(=O)Nc2cc(Cl)c(OC)cc2OC)cc1	2%	-0.3	0	1%	-4%	1%	3	18%	-5
O=C(O)C1CCC(=O)N(C2CCCCC2)C1c1ccccc1Cl (stereo not given)	0%	-0.1	-5	-7%	10%	-2%	5	13%	3
Cc1c(-c2ccc(F)cc2)nc(N)c(C#N)c1-c1cccs1	3%	0.1	/	-4%	-1%	3%	1	-11%	-1
COc1cc(-n2c(=O)c3ccccc3n(Cc3cccc(F)c3)c2=O)cc(OC)c1OC	-10%	0.3	-2	-9%	-1%	5%	22	9%	-2
CC(C)c1ccc(C(=O)CN2C(=O)NC3(CCc4ccccc43)C2=O)cc1 (stereo not given)	-1%	-0.7	9	-3%	-20%	-1%	?	2.5µM*	0
CCOc1cccc(OCCCOc2ccccc2)c1	-12%	-0.5	2	-1%	-18%[57.1 µM]	-9%	-13	4%	1
CCc1cccc(CC)c1NC(=S)N(CCN(C)C)C(C)c1cccnc1 (stereo not given)	5%	0.7	4	-15%	9%	-1%	-17	-20%	-4
C=CCNC(=S)NCCO	-15%	-0.3	3	2%	3%	7%	-5	11%	0
Cc1cc(C(=O)OCn2nnc3ccccc3c2=O)c(C)n1-c1ccccc1	-2%	-0.3	-1	3%	0%	14%	11	?	-5
CCc1ccc(N2CC34C=CC(O3)C(C(=O)OC(C)C)C4C2=O)cc1 (stereo not given)	6%	0.6	-1	-7%	-2%	0%	-2	-15%	-2
Cc1nn(CC(=O)NCc2ccco2)c(C)c1[N+](=O)[O-]	8%	1.2	-1	-6%	-1%	10%	0	0%	-8
